RORg inh – blocks mouse ROR gamma transcriptional activity; P51450; AID 2551; Potency, µM (series often up to 53.6 µM), for the others: at the highest dose activity change, negative = inhibition, most hits filed as inhibitors; Drosophila S2 Gal4-RORgamma UAS-luciferase reporter, 20 h; hit rate 5.4% among 310,000; note: potency is the fitted concentration of half-maximal effect; % is set by controls: 0 for no effect and ±100 for the full control effect; nearly all actives have a fitted effect of over 60% in size
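Stable Schneider cell line, Gal4 DNA-binding domain fused to ROR gamma, UAS-luciferase. Cmpd 1 hr RT → CuSO4 700 uM final → 20 hr RT → luciferase reagent 10 min → luminescence.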
ELG1 genotox – inducers of genotoxicity in HEK293T ELG1-luciferase cells; HEK293T ELG1-luciferase reporter, luminescence, 16 h; Potency, µM (doses to about 46 µM), without a hit: at the highest dose activity change, positive = activation, actives largely listed as activators; hit rate 1.3% among 330,000; AID 504466; note: potency is the fitted concentration of half-maximal effect; % of control where 0% means no effect; nearly all actives have a fitted effect of over 60% in size
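Genotoxic stress is detected as increased luminescence from luciferase-tagged ELG1 in HEK293T cells, measured with ONE-Glo after a 16 hr treatment at 37 °C.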
Menin MLL FP TR – displaces Texas Red mutant MLL peptide from human menin | Menin + Texas Red MLL mutant peptide, fluorescence polarization | Potency, µM (top dose mostly 61.6 µM), for the others: top-dose FP activity change, negative = inhibition, hits mostly inhibitors | O00255 | hit rate 0.23% among 270,000 | AID 1768; active = well fitted inhibition curve with a large enough effect in the polarisation, with a control signal flat, not every such curve was filed as active; inconclusive = small, poorly fitted or top-dose-only effect, or effect the other way, or a change in a side signal; inactive = no such curve, though single readings can be large or run the other way; the % refers to the polarisation; note: potency is the fitted concentration of half-maximal effect; % of control where 0% means no effect; many of its hits are not listed in these tables
Target sequence (O00255 whole entry, looked up): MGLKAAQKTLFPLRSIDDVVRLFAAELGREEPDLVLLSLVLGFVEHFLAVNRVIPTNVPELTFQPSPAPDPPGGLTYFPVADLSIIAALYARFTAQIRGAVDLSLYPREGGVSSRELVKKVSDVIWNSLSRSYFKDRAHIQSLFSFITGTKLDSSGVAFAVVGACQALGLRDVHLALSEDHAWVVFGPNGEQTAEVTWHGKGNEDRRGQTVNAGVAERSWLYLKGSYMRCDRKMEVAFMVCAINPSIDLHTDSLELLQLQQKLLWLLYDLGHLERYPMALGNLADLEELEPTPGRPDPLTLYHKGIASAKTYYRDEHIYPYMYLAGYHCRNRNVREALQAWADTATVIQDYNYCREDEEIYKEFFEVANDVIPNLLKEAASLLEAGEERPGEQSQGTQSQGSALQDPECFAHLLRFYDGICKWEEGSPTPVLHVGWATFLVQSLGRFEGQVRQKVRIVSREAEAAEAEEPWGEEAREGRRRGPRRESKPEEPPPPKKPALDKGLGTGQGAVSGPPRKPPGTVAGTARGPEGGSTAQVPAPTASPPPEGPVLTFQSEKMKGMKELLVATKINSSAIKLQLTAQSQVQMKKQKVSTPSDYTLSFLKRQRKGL
BRCA1 expr act – activators of BRCA1 expression. MCF7-BRCA1-FFLuc reporter, luminescence, 48 h; response scale: scaled: vehicle 0%, 10 µM genistein 100%. Potency, µM (doses to about 46.1 µM), inactives show top-dose activation, usual class: activators. hit rate 1.1% among 380,000. AID 624202; note: potency is the fitted concentration of half-maximal effect; nearly all actives have a fitted effect of over 80% in size; some results filed as inactive show a strong effect at the top dose
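48 h compound treatment of MCF7-BRCA1-FFLuc cells (phenol-red free MEM, 37 °C), then 15 min with luciferase substrate and luminescence imaging.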
Gal4-VP16 FLuc – counter-screen for ROR gamma inhibitors: Gal4-VP16 reporter; Drosophila S2 Gal4-VP16 UAS-luciferase, luminescence, 20 h; Potency, µM (series often up to 53.6 µM), for the others: at the highest dose activity, negative = inhibition, actives largely listed as inhibitors; hit rate 3.5% among 310,000;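 note: Gal4-VP16 expression switched on by copper sulfate through the metallothionein promoter; potency is the fitted concentration of half-maximal effect; % is set by controls: 0 for no effect and ±100 for the full control effect; nearly all actives have a fitted effect of over 50% in size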
Rab9 prom act – Rab9 promoter activation; hit rate 2.8% among 320,000; Huh7 Rab9 promoter-luciferase reporter, luminescence, 24 h; Potency, µM (top dose mostly 9.22 µM), for the others: at the top dose activation, negative = inhibition, usual class: activators; note: potency is the fitted concentration of half-maximal effect; % of control where 0% means no effect; nearly all actives have a fitted effect of over 60% in size
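Luminescence read-out: Huh7 cells stably expressing Rab9-luciferase, treated 24 h with compound at 37 °C, then lysed with luciferase reagent for 10 min at ambient before reading.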
Giardia kill – kills Giardia lamblia | Giardia lamblia trophozoite viability | activity change, % at 7.66 µM, hits read low | hit rate 0.15% among 340,000 | AID 540267; in the data active = activity change below about -80%; inconclusive = between about -30% and that limit;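 note: parasites exposed to compound for two days anaerobically before the ATP read; % is set by controls: 0 for no effect and ±100 for the full control effect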
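Trophozoite viability was measured as ATP-dependent luminescence, read 15-30 min after reagent addition. Before that, parasites at 100 cells/well were exposed to compounds for 48 h, anaerobically, at 37 deg C.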
FLuc counter – firefly luciferase modulation, counter-screen for miR-21 project; purified FLuc, Km substrates, luminescence inhibition; P08659; hit rate 6.9% among 360,000; AID 588342; Potency, µM (series often up to 57.5 µM), for inactives: at the highest dose activity change, negative = inhibition, actives largely listed as inhibitors;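 note: potency is the fitted concentration of half-maximal effect; plate controls were vehicle for no effect and reference inhibitor for full effect; nearly all actives have a fitted effect of over 55% in size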
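Biochemical qHTS of compounds, final roughly 60 µM downward over six points, against 10 nM purified firefly luciferase using Km concentrations of substrates (10 uM D-luciferin, 10 uM ATP) in Tris acetate pH 7.5 buffer; luminescence output.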
PKM2 act – PKM2 (human) enzyme activation | AID 1631 | purified PKM2, Kinase-Glo ATP luminescence, activation; response scale: 0% is enzyme alone, no compound | hit rate 0.34% among 260,000 | Potency, µM (doses to about 57.5 µM), without a hit: at the top dose activation, most hits filed as activators | P14618; note: potency is the fitted concentration of half-maximal effect; % is set by controls: 0 for no effect and ±100 for the full control effect; nearly all actives have a fitted effect of over 55% in size
Target sequence (P14618 whole entry, looked up): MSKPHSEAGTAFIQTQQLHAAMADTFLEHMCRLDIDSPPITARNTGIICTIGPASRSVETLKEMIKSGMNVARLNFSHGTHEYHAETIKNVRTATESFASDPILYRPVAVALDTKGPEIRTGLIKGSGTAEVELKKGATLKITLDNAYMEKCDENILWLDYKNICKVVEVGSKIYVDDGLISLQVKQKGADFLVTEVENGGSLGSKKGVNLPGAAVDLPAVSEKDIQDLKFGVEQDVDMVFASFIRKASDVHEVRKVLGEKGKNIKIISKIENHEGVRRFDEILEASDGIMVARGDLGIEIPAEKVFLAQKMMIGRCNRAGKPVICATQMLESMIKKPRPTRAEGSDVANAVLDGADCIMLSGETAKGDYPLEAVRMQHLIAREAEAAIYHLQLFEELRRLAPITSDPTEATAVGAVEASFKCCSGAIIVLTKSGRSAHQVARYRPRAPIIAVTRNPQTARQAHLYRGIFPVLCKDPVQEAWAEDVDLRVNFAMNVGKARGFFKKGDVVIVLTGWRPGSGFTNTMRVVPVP
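Kinase-Glo luminescence reports ATP generated from ADP (0.1 mM) and PEP (0.5 mM) by purified hPK-M2 after 1 h at room temperature, pH 7.2 imidazole buffer; intermediate enzyme activity allows detecting inhibitors and activators.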
NPC1 promoter act – activates the NPC1 promoter; Huh7 NPC1 promoter luciferase reporter, 24 h; Potency, µM (titrated, usually from 9.22 µM), for inactives: at the top dose activation, hits mostly activators; hit rate 2.4% among 320,000;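 note: potency is the fitted concentration of half-maximal effect; % of control where 0% means no effect; nearly all actives have a fitted effect of over 60% in size; reporter is driven by a mutant NPC1 promoter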
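Cells: Huh7 expressing luciferase under the NPC1 promoter, 1500/well. Seeded 2 h, compound added, incubated 24 h at 37 °C. Luciferase reagent, 10 min ambient, then luminescence.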
p53 reactivator – mutant p53 re-activation in reporter cells | H1299 p53-A138V BP100-luciferase reporter, luminescence, 24 h | Potency, µM (doses to about 92.2 µM), for inactives: at the top dose activity change, positive = activation, actives largely listed as activators | hit rate 0.063% among 320,000 | AID 504706; note: potency is the fitted concentration of half-maximal effect; % of control where 0% means no effect; nearly all actives have a fitted effect of over 45% in size
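p53-null H1299 cells stably carrying temperature-sensitive p53-A138V and a BP100-luciferase reporter were pinned with compounds (4-point, 1:5 series) and held 24 hrs at 37 deg C. Luminescence was read 10 min after detection reagent.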
* hit, by the source's call; ? = inconclusive; / = not tested or not shown; [ ] = another dose, or the depositor's remark. Unless noted, calls come from the whole dose curve; as a rule, active = well fitted curve in the direction sought with a large enough effect; inconclusive = small, poorly fitted or top-dose-only effect, or another doubt; inactive = no such curve, though single readings can be large; an effect the other way counts as inactive or inconclusive. A portion of the library; count on the stated rates, not on these rows.

SMILES	RORg inh	ELG1 genotox	Menin MLL FP TR	BRCA1 expr act	Gal4-VP16 FLuc	Rab9 prom act	Giardia kill	FLuc counter	PKM2 act	NPC1 promoter act	p53 reactivator
CN(C(=O)COC(=O)c1ccc([N+](=O)[O-])cc1Cl)C1CCCCC1	-7.1%	-1.8%	-24.6%	3.4%	-11.1%	0.7%	3.7	1.5%	-7.6%	-0.3%	1.3%
Cn1cc(CN2CCCC(C(=O)c3cc(F)ccc3F)C2)c2ccccc21 (stereo not drawn)	3.4%	-2.5%	-2.5%	-19.1%	11.2%	-11.4%	-2.6	-2.4%	-1.6%	-2.2%	-2.4%
CCCN(C(=O)c1cccc(S(=O)(=O)N2CCN(C)CC2)c1)c1c(N)n(Cc2ccccc2)c(=O)[nH]c1=O	/	0.3%	/	-18.1%	/	-0.9%	-3.5	0.1%	/	-2.9%	-2.2%
CC(=O)c1ccc(OCC(=O)NC2CCCCCC2)cc1	/	2.8%	/	62.1%	/	-4.4%	12.1	-3.3%	/	-3.3%	0.3%
CCN(CC)S(=O)(=O)c1ccc(Cl)c(OC)c1	0.2%	10.3%	-0.1%	11.6%	-4.6%	-1.9%	9.9	1.1%	2.4%	-0.8%	-5.5%
CCCCCCN(C(=O)CCCCCN1C(=O)NC(c2ccc(-c3ccccc3)cc2)C(C(=O)OCc2ccccc2)=C1C)C(C(=O)NCCCC)C1CCCCC1 (stereo not drawn)	15.4%	2.1%	/	/	0.2%	1.9%	/	-2.1%	4.5%	-10.3%	-1.7%
COc1ccc(CSc2nnc(C)n2N)cc1[N+](=O)[O-]	4.7%	-0.4%	4.6%	-2.7%	8.9%	-0.4%	10.7	4.2%	0.2%	-5.8%	-1.4%
CC(=O)OCC(=O)Nc1ccc([N+](=O)[O-])cc1Cl	-40.4%	-5.7%	9.2%	51.7%	6.7%	-3.0%	-11.5	-0.7%	9.7%	-0.5%	7.7%
NC(=O)NOCc1ccc(Cl)cc1Cl	12.7%	5.9%	17.1%	0.0%	4.1%	-9.7%	23.8	-3.8%	-9.5%	1.6%	-1.1%
Cc1ccc2c(c1)C1CN(C)CCC1N2C(=O)COc1ccc(N(C)C(=O)C(C)(C)C)cc1 (stereo not drawn)	11.5%	-4.9%	-9.4%	-23.9%	7.3%	-4.4%	9.0	3.4%	-6.3%	2.3%	2.8%
O=C(CCc1ccccc1)NC1CCSC1=O (stereo not drawn)	3.2%	2.5%	1.0%	-10.6%	-11.8%	-1.3%	4.0	3.6%	-6.2%	1.6%	4.8%
CC(C)CSc1nc2ccccc2c(=O)[nH]1	-5.4%	5.6%	-6.4%	-3.7%	14.7%	1.5%	-15.4	-10.1%	-3.9%	-0.5%	-1.3%
Cn1cnnc1SCC(=O)NC1CCCCCC1	-12.1%	6.5%	/	11.6%	2.2%	11.3%	-15.1	0.2%	-1.1%	-2.6%	0.2%
COc1cccc(OC)c1OCC(O)CN1CCN(c2ccccc2F)CC1 (stereo not drawn)	15.2%	-4.4%	?	-0.3%	-2.8%	-4.7%[1.84 µM]	-9.9	-0.4%	/	-5.0%	-0.3%
CS/C(=N\S(=O)(=O)c1ccc(Cl)cc1)c1ccccc1	30.7%	-3.7%	17.7%	-13.4%	-7.3%[0.365 µM]	-9.8%	-10.2	-0.6%	3.5%	-2.8%	-3.1%
O=C(Nc1ccccc1Cl)c1ccccc1Cc1ccccc1	9.1%	-2.1%	3.2%	-17.7%	3.3%	-0.3%	13.3	-5.9%	1.1%	0.1%	5.4%
COc1ccccc1N1CCN(C(=O)c2n[nH]c3ccccc23)CC1	0.8%	-5.6%	-8.7%	-1.3%	?	0.2%	10.6	-12.9%	-4.9%	-5.6%	-10.0%
c1coc(CN(Cc2ccco2)c2ncnc3c2oc2ccccc23)c1	?	-11.0%	3.3%	-87.2%[inhibitor]	?	-12.5%	14.7	-0.4%	?	-7.3%	-4.5%
CCCCCC1NC(=O)NC1CCCCCC(=O)O (stereo not drawn)	-5.2%	10.3%	-6.8%	-4.8%	5.5%	-6.5%	5.6	-0.2%	7.4%	0.9%	9.0%
COC(=O)c1cc(NS(=O)(=O)c2ccc3c(c2)c(=O)n(C)c(=O)n3C)cc(C(=O)OC)c1	-6.7%	4.9%	/	-19.3%	-8.4%	-1.5%	-0.7	2.5%	/	-4.3%	-5.9%
CCOc1ccc2nc(Cl)c(C3CC(c4ccco4)=NN3S(C)(=O)=O)cc2c1 (stereo not drawn)	25.3%	0.0%	/	-13.5%	-6.3%	-4.1%	-2.3	-11.5%	12.2%	1.8%	11.7%
CCCOC(=O)c1ccc(NS(=O)(=O)c2cccs2)cc1	20.7%[10 µM]	1.5%	6.9%	17.1%	0.5%	-7.4%	-19.4	-4.9%	13.6%	11.7%	-1.4%
Cc1ccc(CNC(=O)c2nnn(CC(=O)Nc3cc(C)cc(C)c3)c2N)cc1	-3.9%	2.2%[9.26 µM]	?	2.9%	-4.8%	0.1%	-6.0	-0.3%	/	-4.2%	-2.3%
CN(C)c1ccc(C(=O)N2CCCC2)cc1	17.7%	-1.2%	-11.5%	1.7%	16.7%	11.3%	7.9	6.4%	9.9%	-2.0%	5.4%
O=C(C1CCCO1)N1CCN(C(=S)Nc2ccc(F)cc2)CC1 (stereo not drawn)	13.2%	2.6%	-2.1%	7.1%	-0.4%	-1.9%	-14.0	-0.3%	-12.7%	-1.8%	-7.9%
COC(CNC(=O)c1cc(S(=O)(=O)N2CCc3ccccc32)ccc1F)OC	32.0%	-3.5%	-6.7%	-1.5%	5.3%	-7.8%	-20.7	-0.1%	/	-2.2%	-2.8%
CC(C)c1ccc(/C=C2\SC(=S)N(CCC(=O)N3CCCCC3CCO)C2=O)cc1 (stereo not drawn)	10µM*	-14.2%	/	-56.3%	?	-31.4%[inhibitor]	6.3	3.38µM*	/	-24.0%	-6.2%
COc1cc(-c2noc(CCC(=O)Nc3cccnc3)n2)cc(OC)c1OC	2.5%	6.8%	0.1%	0.5%	1.4%	5.9%	3.1	-0.4%	?	4.4%	10.3%
O=C(CSC1=NCCS1)Nc1cccc2ccccc12	19.6%	-4.9%	-14.0%	-22.2%	2.2%	10.4%	32.0[activator]	-18.9%	1.7%	-0.3%	8.2%
CCOC(=O)C(C#N)C(Cc1ccccc1)c1ccco1 (stereo not drawn)	4.1%	1.5%	5.2%	2.4%	17.6%	2.5%	0.9	-2.0%	-0.7%	1.4%	-5.1%
O=C1/C(=C\c2ccncc2)CCc2ccccc21	/	-12.5%	/	0.0%	/	-10.5%	-6.2	9.53µM*	/	-0.2%	?
O=C(CC1SC(N2CCCCC2)=NC1=O)Nc1cccc(C(=O)O)c1 (stereo not drawn)	5.7%	-0.9%	13.9%	-14.0%	-4.1%	3.9%	-27.0	?	-0.8%	-4.7%	-8.2%
CCC(C(=O)Nc1ccc(C)cc1)c1ccccc1 (stereo not drawn)	22.6%	0.1%	-10.1%	-1.7%	0.5%	-0.1%	-28.3	-2.7%	5.4%	-0.6%	4.0%
CCN(Cc1cc2cc(OC)ccc2[nH]c1=O)C(=O)Cc1ccc(OC)cc1	-11.8%	-0.4%	-12.1%	-8.1%	-8.5%	-2.9%	-15.3	7.1%	-0.3%	-4.5%	-6.8%
CCOC(=O)NC(=O)/C(C#N)=N\Nc1cccc(OC)c1	15.7%	2.2%	15.6%	2.2%	7.6%	-5.4%	1.3	-15.2%	-0.1%	-1.0%	3.0%
COc1cc(OC)c(OC)cc1CNC(=O)c1ccc(S(=O)(=O)N2CCCCC2)cc1	/	-0.6%	/	-33.9%	/	-4.0%	-4.4	7.5%	/	-4.2%	-6.9%
CC(=O)c1cn(CC(=O)Nc2ccc(C)c(C)c2)c2ccccc12	?	-4.6%	4.1%	-26.0%	-0.8%	-11.6%	-14.6	1.1%	/	-12.5%	-6.0%
CCOC(=O)c1nnn(-c2nonc2N)c1-c1ccc(C)cc1	-7.3%	-1.4%	-16.8%	13.2%	-19.0%	3.4%	4.6	1.4%	1.4%	-3.3%	1.5%
CCOc1ccc(-c2nc(-c3cccs3)c(CC(=O)O)s2)cc1OC	?	?	?	89.7%	-11.5%	?	-18.1	3.01µM*	-4.2%	17.4%	0.9%
N#CCc1ccc(NC(=O)CSc2nnc(C3CC3)n2C2CC2)cc1	/	2.7%	/	-20.4%	/	-5.1%	13.5	3.5%	/	0.5%	-12.8%
O=C(CCN1C(=O)C2C3C=CC(C3)C2C1=O)N1CCN(c2ccccc2F)CC1 (stereo not drawn)	-0.9%	0.5%	1.1%	-2.4%	2.6%	-0.8%	-1.9	-1.5%	0.0%	-1.9%	-5.1%
CN(CC(=O)Nc1cccc(F)c1)C(=O)c1ccc(COc2ccccc2)cc1	/	?	/	-17.2%	/	3.3%	23.9	-3.0%	/	2.2%	-1.3%

Screening data (PubChem)
